Compound activity deposited in PubChem BioAssay by several laboratories.
zfTRPN1 agonist – zebrafish TRPN1 channel agonists, primary screen, cell-based, HEK293, calcium fluorescence. HEK293 zebrafish TRPN1-YFP, Fluo-8 calcium fluorescence; 100% = response to 87 µM carbachol. hit rate 0.18% among 220,000. transient receptor potential cation channel N1 (TRPN1/NompC), Danio rerio. AID 1424, 2008. activation, % at 3 µM;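 active = activation above its plate's cutoff, the mean activation of test wells on that plate plus 3 SD, cut at about 19% in these data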;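 also: 0% = DMSO alone and 100% = 87 µM carbachol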
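Assay system: Zebrafish TRPN1-YFP in HEK293 cells | Incubation: Dye loading 1 h at 37 °C, then 30 min room temperature | Measured by: Kinetic Fluo-8 fluorescence, ex 470-495, em 515-575 nm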
TNF necrop inh – inhibitors of TNF-alpha triggered necroptosis, primary screen, cell-based, Jurkat FADD-/-, single concentration. Jurkat FADD-/- TNF necroptosis rescue, ATP luminescence, 24 h; 0 = TNF only, 100 = no-TNF cells. activation (protection from cell death), % at 10 µM. hit rate 0.068% among 220,000;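 active = activation, meaning protection from cell death, of at least 50% relative to plate controls; inactive = activation below 50%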;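 also: necroptosis triggered by 40 ng/mL TNF-alpha added together with compound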
Runt-SMMHC FRET – inhibitors of RUNX1 Runt–CBFb-SMMHC binding, primary screen, biochemical, FRET, Cerulean-Runt, Venus-CBFb-SMMHC, uHTS | Cerulean-Runt/Venus-CBFb-SMMHC FRET ratio 530/480, 1 h | Runt-related transcription factor 1 (Homo sapiens) + Core-binding factor subunit beta … | AID 1434, 2008 | inhibition, % at 20 µM | hit rate 0.74% among 220,000;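 active = mean inhibition across duplicate retests at 20 µM reaching about 50%, limit read from the data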;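 also: 0% = DMSO wells and 100% = wells with excess untagged CBFb-SMMHC; inhibitors lower the FRET ratio by blocking Runt binding to CBFb-SMMHC; some results filed as inactive read as strong as hits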
Target sequence (Q01196 whole entry, looked up): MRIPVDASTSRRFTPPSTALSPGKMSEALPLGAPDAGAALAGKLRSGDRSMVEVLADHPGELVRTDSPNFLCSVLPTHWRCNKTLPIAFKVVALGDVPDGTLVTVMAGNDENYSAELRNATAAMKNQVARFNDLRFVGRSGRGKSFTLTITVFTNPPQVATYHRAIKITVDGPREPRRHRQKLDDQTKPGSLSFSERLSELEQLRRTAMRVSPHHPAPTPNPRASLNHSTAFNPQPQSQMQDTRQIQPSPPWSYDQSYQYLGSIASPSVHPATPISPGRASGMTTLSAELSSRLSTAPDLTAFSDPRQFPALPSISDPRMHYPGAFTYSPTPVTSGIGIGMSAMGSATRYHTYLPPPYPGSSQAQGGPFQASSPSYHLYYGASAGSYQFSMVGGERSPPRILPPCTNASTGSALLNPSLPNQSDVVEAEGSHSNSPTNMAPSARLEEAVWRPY
Target sequence (Q13951 whole entry, looked up): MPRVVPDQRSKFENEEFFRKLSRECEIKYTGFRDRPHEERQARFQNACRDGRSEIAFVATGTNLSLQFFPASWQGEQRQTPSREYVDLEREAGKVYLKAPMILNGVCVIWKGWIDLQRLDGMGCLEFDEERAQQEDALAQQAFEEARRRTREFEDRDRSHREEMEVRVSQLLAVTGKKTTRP
TRPML3 ag – human TRPML3 channel agonists, primary screen, cell-based, HEK293 TRPML3-YFP, Fluo-8 calcium fluorescence, 3 µM; 100% = the carbachol control signal; activation, % at 3 µM; hit rate 0.29% among 220,000;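 active = activation above its plate's cutoff, the mean activation of the plate's test wells plus 3 SD, cut at about 12% in these data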;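 also: 0% = DMSO only wells and 100% = carbachol wells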
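Test system: HEK293 cells stably carrying human TRPML3-YFP; Doses: single dose, 3 µM final nominal compound, 0.3% DMSO final; Schedule: dye loading 1 h 37 °C then 30 min ambient, 125 s read; Technique: Fluo-8 calcium fluorescence; Benchmarks: high control carbachol 87 µM, low control DMSO.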
EBV gp42 inh – Epstein-Barr virus gp42 inhibitors, primary screen, biochemical, uHTS, fluorescence polarization; Glycoprotein 42 (Epstein-Barr virus (strain AG876)), Q1HVG2; Fluorescence polarization binding assay, mP read-out; inhibition, % (tested at 21.74 µM); hit rate 0.42% among 220,000; in the data active = inhibition above about 50%
CHOP inh – inhibitors of CHOP promoter induction, primary screen, cell-based, unfolded protein response, luciferase reporter; CHO-K1 CHOP-promoter luciferase, tunicamycin-induced, 15-18 h; hit rate 3.8% among 220,000; inhibition, % at 10 µM; AID 2732, 2010;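 active = compounds that reduced the stress-induced luciferase reporter signal by more than about 70% of percent inhibition, limit read from the data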;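 also: 0% = tunicamycin plus vehicle and 100% = wells without tunicamycin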
NCF1 inh – p47phox/p22phox peptide binding inhibitors, primary screen, biochemical, uHTS, NADPH oxidase regulatory subunit; inhibition, % at 24.7 µM; fluorescence polarization, 2 h; hit rate 0.53% among 220,000; AID 1274, 2008;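 active = inhibition above about 30%, limit read from the data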;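 also: 0% = p47phox with labelled peptide and 100% = labelled peptide alone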
Target sequence (P14598 whole entry, looked up): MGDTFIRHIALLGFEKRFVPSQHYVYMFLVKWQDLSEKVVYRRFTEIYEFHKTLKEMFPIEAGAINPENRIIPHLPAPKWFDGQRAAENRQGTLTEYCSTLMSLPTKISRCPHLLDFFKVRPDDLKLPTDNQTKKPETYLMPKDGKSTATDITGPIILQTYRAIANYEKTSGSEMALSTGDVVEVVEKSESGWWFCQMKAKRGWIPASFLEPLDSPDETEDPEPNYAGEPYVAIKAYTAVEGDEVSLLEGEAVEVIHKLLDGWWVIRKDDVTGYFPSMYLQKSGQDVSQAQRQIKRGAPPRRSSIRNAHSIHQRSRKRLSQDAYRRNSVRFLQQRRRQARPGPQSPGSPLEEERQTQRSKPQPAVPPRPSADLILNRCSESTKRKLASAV
PPC-1+TRAIL kill – compounds killing PPC-1 cancer cells with TRAIL present, primary screen, TRAIL potentiator project, ATPLite luminescence, uHTS | hit rate 0.41% among 220,000 | AID 1443, 2008 | cell killing (% activity), % at 4 µM | PPC-1 cells + TRAIL, ATPLite viability luminescence;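 active = cell killing above 50% in the first pass at 4 µM, then a duplicate retest at 5 µM averaging 50% or more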;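 also: plate controls were cells with TRAIL plus DMSO for no effect and medium-only wells lacking cells for full effect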
Mdm2 ligase inh – MDM2-luciferase reporter signal enhancers, primary screen, MDM2 E3 ligase inhibitor project, cell-based, luminescence, 1536-well. E3 ubiquitin-protein ligase Mdm2 (Homo sapiens), Q00987. cell-based MDM2 ubiquitination luciferase reporter, 2 h; 0 = plate control, 100 = twice control, blank-subtracted. signal enhancement, % at 5 µM. hit rate 0.11% among 210,000;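 active = signal enhancement of 30% or more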;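 also: luminescence tracks abundance of the self-degrading MDM2-luciferase fusion protein; higher signal means inhibition of MDM2 E3 ligase activity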
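Buffer or medium: Cells held in DMEM | Assay system: Stable mammalian line carrying autodegrading MDM2–luciferase fusion reporter | Quantity: 2000 cells/well | Times: 4 h settle plus 2 h compound, 37 °C | Doses: One concentration, 5 µM, with 0.2% DMSO | Technique: Luminescence with SteadyLite reagent, 15 min at room temperature | Benchmarks: Plate controls and plate blanks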
* marks the source's active call; other numbers are inactive results; nt = not tested or not shown.

Below each compound – zfTRPN1 agonist, TNF necrop inh, Runt-SMMHC FRET, TRPML3 ag, EBV gp42 inh, CHOP inh, NCF1 inh, PPC-1+TRAIL kill, Mdm2 ligase inh
- COc1ccc(OC)c2[nH]c(=O)c(CCNC(C)=O)cc12
→ 1.4, 0.7, 1.2, -0.3, -27.6, 3.9, 2.6, -0.4, -15.8
- COc1ccc(NC(=O)CCN2C(=O)/C(=C/c3ccc4c(c3)OCO4)SC2=S)cc1
→ 1.5, 1.0, -62.7, 0.7, -28.4, -8.4, -77.6, -0.2, nt
- COc1ccc2[nH]c(=O)c(CN(Cc3nnnn3CCc3ccccc3)CC3CCCO3)cc2c1 (centres undefined)
→ -0.5, -1.6, -44.9, -1.2, -8.1, 2.6, -5.3, 14.1, -5.7
- N=c1n(CC(=O)c2ccc([N+](=O)[O-])cc2)c2ccccc2n1Cc1ccccc1Cl
→ -0.2, -13.3, -23.3, 0.7, -23.7, 35.3, 2.8, 15.7, -11.7
- COc1nc(Oc2ccc(=O)n(C)n2)nc(N(C)C)n1
→ 0.3, 0.4, -6.6, -0.9, -10.1, 41.8, -2.5, 26.4, -12.2
- Clc1cccc(CSc2ccc(-c3cccnc3)nn2)c1
→ -0.5, 1.7, -3.9, -0.6, -14.1, 13.5, -6.3, 5.1, 14.1
- COCCCNC(=O)c1ccccc1C(F)(F)F
→ 0.1, 0.6, -0.1, 0.8, -4.9, 0.9, 3.5, 0.6, nt
- O=C(Nc1ccsc1C(=O)NC1CCCCC1)c1ccccc1
→ 1.5, 2.3, 2.9, 0.7, -6.8, 19.2, 7.1, 15.1, 3.2
- O=C1/C(=C/c2cccs2)CCc2ccccc21
→ -0.6, -6.4, -5.1, 0.5, -17.8, 13.8, -2.0, 19.3, -7.7
- CC(=O)Nc1ccc(NC(=O)C(OC(=O)c2ccccc2)C(OC(=O)c2ccccc2)C(=O)O)cc1 (centres undefined)
→ 0.3, 0.2, -2.6, -0.6, -14.5, -9.1, -2.1, -10.9, 9.8
- Cc1nnc(SCC(=O)NC(=O)Nc2ccc3c(c2)OCCO3)s1
→ 0.7, 0.3, -2.3, 0.8, -0.1, 0.2, -3.9, -12.9, -6.7
- COc1ccc(-c2nn(-c3ccccc3)cc2C(=O)NCCCn2ccnc2)cc1
→ 0.5, -4.2, 0.4, -0.2, -12.9, 0.6, -4.5, -13.1, -14.2
- COc1cc(C2C(C#N)=C(N)Oc3cc(C)n(CCc4ccccc4)c(=O)c32)cc2c1OCO2 (centres undefined)
→ 1.5, -0.5, 0.2, 0.5, -8.9, 29.7, -10.3, 12.9, -9.1
- C=C(C)c1cccc(C(C)(C)NC(=O)Nn2cnnc2)c1
→ -1.8, 0.4, -1.4, -0.4, 2.9, 8.0, -19.1, -18.1, -12.5
- Cc1c(Cl)cccc1NCC(=O)NN=C1CCCC1
→ 0.0, 1.6, -4.8, 1.6, -7.3, -10.8, -4.8, 1.0, -13.4
- c1ccc(Cn2nnc3cnccc32)cc1
→ 3.2, 3.8, -5.3, 2.4, -2.4, 32.9, 0.2, 11.0, -31.2
- CC(OC(=O)C1CSC2(c3ccc(F)cc3)CCC(=O)N12)C(=O)NC(N)=O (centres undefined)
→ 0.5, 0.1, -6.7, 1.1, 2.4, 7.6, -12.7, 31.4, -3.1
- Cc1ccc(C(=O)NCCNC(=O)c2ccccc2)cc1
→ 1.1, 1.9, -2.2, 0.8, -6.2, 28.3, -1.2, -13.7, -11.7
- Cc1ccc(CNS(=O)(=O)c2ccccc2[N+](=O)[O-])cc1
→ -1.7, 0.0, 0.4, -0.1, -2.3, -17.1, -2.3, 13.0, -1.8
- COc1ccc(-c2oc(NC(=O)CSc3nncn3C)c(C#N)c2-c2ccc(OC)cc2)cc1
→ -0.4, -7.1, -2.7, 0.1, -18.7, 54.8, -3.6, 15.9, -1.6
- COc1ccc(S(=O)(=O)Nc2cc(C(=O)NC(C)C)ccc2N2CCOCC2)cc1
→ 0.1, -0.2, -2.2, 0.8, -5.9, 26.1, -11.9, 14.5, -8.1
- CC(=O)N1CCN(CC(=O)Nc2cccc(S(=O)(=O)N3CCCCCC3)c2)CC1
→ 1.8, -0.1, 2.7, 0.8, -7.8, 12.4, -2.9, 25.5, 11.7
- CC(C)Cc1nnc(NC(=O)CSc2ccccn2)s1
→ 0.5, 33.5, -5.1, -0.1, -9.3, -10.0, -2.1, 5.9, -7.8
- O=C1NC2(CCCCCCC2)C(=O)N1Cc1ccc(F)cc1
→ 0.4, 15.9, 1.7, 2.3, -8.2, -0.8, -13.2, -14.8, -12.2
- N#Cc1ccccc1Cn1c(=O)n(CCC(=O)NCc2ccco2)c(=O)c2ccccc21
→ 0.3, 1.1, 2.3, -0.2, 2.6, -10.8, -3.4, -5.5, -4.8
- Cc1ccc(NC(=S)NCCO)c(C)c1
→ 0.4, -2.8, -0.7, 0.1, -3.3, -22.1, -40.7, 8.5, -15.2
- CC1=C(C(=O)OC2CCCCC2)C(c2ccco2)C2=C(CC(C)(C)CC2=O)N1 (centres undefined)
→ -0.9, -4.9, 2.9, 0.3, -2.6, 19.8, -8.3, -0.2, -13.7
- Cc1ccc(S(=O)(=O)NCC(c2cccnc2)N2CCOCC2)cc1 (centres undefined)
→ -0.7, 0.4, -0.3, 0.4, 3.5, -7.1, -4.6, 2.8, -5.6
- CN1CCc2c(C#N)c(N3CCOCC3)nc(NCC3CCCO3)c2C1 (centres undefined)
→ 0.4, 2.9, 6.3, 0.4, 0.7, 3.5, -5.2, 4.2, 0.6
- Cc1nc(-c2ccccc2)sc1C1(C)CC(c2c(Cl)cccc2Cl)=NO1 (centres undefined)
→ nt, 1.2, 7.2, nt, -6.0, 22.5, -7.9, 12.2, 13.1
- Cc1cccc(NC(=S)Nc2cccc(C(F)(F)F)c2)n1
→ 0.5, 1.1, 11.4, 0.6, -9.5, 26.0, -8.3, -10.8, -9.0
- CC(=O)N1CCN(c2ccccc2NC(=O)c2ccc(-c3cccc([N+](=O)[O-])c3)o2)CC1
→ 0.5, -3.5, -3.5, 0.8, 14.2, -13.3, 1.9, 21.8, nt
- COCc1nnc(NS(=O)(=O)c2ccc(NC(C)=O)cc2)s1
→ 1.2, -0.2, -0.1, -0.3, -7.7, -22.0, 2.9, -0.4, -5.5
- CC(C)CC(c1nnnn1CC1CCCO1)N1CCN(c2cccc(Cl)c2)CC1 (centres undefined)
→ -1.3, 1.5, -6.2, -0.6, -1.5, 83.0*, -4.0, 19.9, -6.8
- COc1ccc(C(=O)CN(C(=O)c2ccc(Cl)cc2)N2C(=O)C3CCCCC3C2=O)cc1 (centres undefined)
→ 0.0, -0.1, 1.6, 0.7, 1.9, 45.2, -1.1, 38.3, -13.0
- Cc1ccc(C(=O)CSc2nc3ccc(C(=O)NCCN4CCCCC4)cc3c(=O)[nH]2)cc1
→ nt, 3.3, -4.6, nt, -7.4, -15.6, 2.7, -4.3, 7.5
- C=CCSc1nc2ccsc2c(=O)n1-c1ccccc1
→ -2.4, -1.9, 1.1, -0.4, -1.1, 17.3, 5.7, -10.0, -4.2
- CSc1nnc(-c2sc3cc(Cl)ccc3c2Cl)n1C
→ -1.8, -1.6, -2.0, -1.4, -10.8, -7.8, -3.5, -16.9, -6.8
- O=C(O)Cc1sc(Nc2ccc(F)cc2)nc1-c1cccs1
→ 6.7, -0.4, 10.8, 2.9, -19.3, -20.3, -83.1, 17.3, 15.1
- C=CCNC(=O)c1cccc(NS(=O)(=O)c2ccc(Cl)cc2)c1
→ -1.0, 1.0, 3.4, -0.1, -8.5, 8.6, 8.1, -8.8, -1.7
- Cc1ccc(NS(=O)(=O)c2ccccc2[N+](=O)[O-])cc1C
→ -2.5, 0.0, -2.2, -0.8, -6.8, -36.9, -4.9, 3.6, 0.0
- Cn1c(C(O)c2ccc(Cl)cc2)nc(Cl)c1Cl (centres undefined)
→ -0.6, 6.2, 4.9, 0.3, -5.6, 49.3, -0.4, 9.8, -0.3
- COc1ccc(-n2cc(C(=O)Nc3cc([N+](=O)[O-])ccc3OC)c3ccccc3c2=O)cc1
→ 1.4, 2.6, 3.5, 1.1, -3.7, -6.4, -4.9, 5.2, 8.8
- O=C1C2C(C(=O)N1Cc1ccco1)C1C=CC2C12CC2 (centres undefined)
→ -0.2, -0.8, -2.5, 0.1, -2.2, 44.4, -2.6, -2.2, -3.3
- CCn1c(SCC(=O)NC2CCCc3ccccc32)nnc1-c1ccncc1 (centres undefined)
→ -0.4, 1.0, 5.2, 1.1, -13.3, 30.7, -11.9, -0.4, -2.1
- Cc1ccsc1/C=N/NC(=O)c1ccco1
→ 0.9, 2.3, -0.5, 0.7, -1.9, -9.8, -8.0, 19.3, -21.6
- O=C(Nc1nnc(CSCc2ccc(F)cc2)s1)c1cccc([N+](=O)[O-])c1
→ 1.3, 0.0, 0.4, 0.8, 5.0, -1.3, 1.7, -2.0, -11.5
- O=C1CCc2cc(S(=O)(=O)NCCC(=O)N3CCN(c4cccc(Cl)c4)CC3)ccc2N1
→ 1.3, -2.7, -3.9, 0.4, -5.7, 15.7, -4.8, -8.0, -5.6
- Cc1ccc(S(=O)(=O)N(C)C)cc1NC(=O)c1cc(=O)[nH]c2ccccc12
→ 0.2, 2.3, -0.6, 0.9, -12.6, 2.3, nt, 6.9, -9.6
- CN(C)S(=O)(=O)c1cc(NC(=O)CSc2ncc(C(F)(F)F)cc2Cl)ccc1Cl
→ -0.4, 2.3, -3.1, 0.1, -3.9, 30.3, -17.4, 14.3, 6.4
- O=C(CCCN1C(=O)/C(=C\c2cccc(Br)c2)SC1=S)Nc1cccnc1
→ 0.6, 2.6, -1.6, 0.0, 0.5, 2.1, 16.7, 0.1, nt

Hits appear at their usual frequency; 5.9% or so of the library scored in one or more.
